# Screens from PubChem BioAssay.
# CXXC DNA block: inhibitors of human MLL CXXC domain-DNA interaction; Q03164; MLL-CXXC / FITC-HOXA9 DNA fluorescence polarization; Potency, µM (titrated, usually from 115 µM), for the others: top-dose activity change, negative = inhibition, most hits filed as inhibitors; hit rate 0.037% among 290,000; AID 2662; active means well fitted inhibition curve with a large enough effect in the polarisation, with a control signal flat, not every such curve was filed as active; inconclusive means small, poorly fitted or top-dose-only effect, or effect the other way, or a change in a side signal; inactive means no such curve, though single readings can be large or run the other way; the % refers to the polarisation; further: potency means the concentration at half of the fitted maximal effect
#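 Fluorescence polarization: 7 uM MLL-CXXC (stock) preincubated 5 min with compounds, then 50 nM fluorescein-HOX-A9 DNA (stock) added; 30 min ambient. Buffer 50 mM Tris-HCl pH 7.5, 50 mM NaCl, 1 mM DTT, 0.05% BSA.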
# S-ASM inh: blocks human secretory acid sphingomyelinase | P17405 | placental ASM, HMU-PC fluorogenic substrate, 60 min | Potency, µM (titrated, usually from 57.5 µM), for inactives: at the top dose activity change, negative = inhibition, usual class: inhibitors | hit rate 0.006% among 340,000; further: potency means the concentration at half of the fitted maximal effect
#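 Fluorescence read-out (Ex 386 nm, Em 447 nm) after stopping the reaction at pH 10. Enzyme: ASM from human placenta; substrate HMU-PC0, 9 uM final; 60 min, 37 °C. Compound preincubation 10 min, ambient temperature.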
# FBPA coupling cs: inhibits coupling enzyme system, counter-screen for aldolase hits | activity change, negative = inhibition, % at 58.2 µM, hits read low | hit rate 0.67% among 290,000 | coupling enzyme system counterscreen, AmpLite Red fluorescence | AID 2472; in the data active means activity change below about -30%; further: on the % scale 0 is the no-effect control and ±100 the full control effect
#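 Coupling enzymes only (glyceraldehyde-3-phosphate) + compound, at 57.5 uM final, 10 min RT; add substrate/coupling/AmpLite Red mix, 20 min RT; fluorescence ex 525/em 598 nm. Actives flag coupling-system interference.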
# Integrin act MD: integrin-mediated muscular dystrophy alleviation activation; alpha7betagal myoblasts, beta-gal FDG fluorescence, 48 h; Potency, µM (titrated, usually from 38.3 µM), for the others: at the top dose activation, actives largely listed as activators; hit rate 0.064% among 350,000; AID 624291;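 further: potency means the concentration at half of the fitted maximal effect; 100% = response of the positive control SU9516; nearly all actives have a fitted effect of over 60% in size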
#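 Alpha7betagal+/- myoblasts (passage 13) were plated 16-24 hr, then exposed to compounds (1:260 dilution of DMSO stock) for 48 hours at 37C. After MPER lysis, β-galactosidase reporter activity was read as FDG fluorescence (ex 480/em 540) after 30 minutes.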
# A-T KAP1 phos: potential ataxia-telangiectasia treatment. […] A-T fibroblasts, KAP-1 phosphorylation AlphaLISA; neocarzinostatin DNA damage 30 min before lysis. Potency, µM (titrated, usually from 57.5 µM), without a hit: at the top dose activation, hits mostly activators. hit rate 0.19% among 320,000. AID 485349; further: potency means the concentration at half of the fitted maximal effect; % of control where 0% means no effect; nearly all actives have a fitted effect of over 45% in size
#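 hTERT-immortalized A-T patient fibroblasts ([…]), 500 cells/well in OPTI-MEM, 1% FBS, got compounds for 60 min, then NCS for 30 min at 37C. Lysates were then assayed for phospho-KAP-1 by AlphaLISA (anti-pKAP1 donor, anti-KAP1 acceptor beads), 6 hr at 25C.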
# MBNL1-CUG inh: inhibitors of human MBNL1 binding to CUG repeat RNA; Q9NR56; TR-FRET MBNL1-His/biotin-(CUG)12 binding, 665/545 ratio; Potency, µM (titrated, usually from 57.5 µM), without a hit: top-dose activity change, negative = inhibition, most hits filed as inhibitors; hit rate 0.036% among 280,000; active means well fitted inhibition curve with a large enough effect in the signal ratio, with a control signal flat, not every such curve was filed as active; inconclusive means small, poorly fitted or top-dose-only effect, or effect the other way, or a change in a side signal; inactive means no such curve, though single readings can be large or run the other way; the % refers to the signal ratio; further: potency means the concentration at half of the fitted maximal effect; on the % scale 0 is the no-effect control and ±100 the full control effect
#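 Ratiometric TR-FRET (665 over 545 nm, excitation 340 nm) tracks disruption of MBNL1-His/biotin-(CUG)12 complex after 60 min at room temperature, with compounds at 92 nM to 58 uM final.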
# KCNH2 WT inh: inhibitors of human wildtype KCNH2 potassium channel; Q12809; U2OS, BacMam KCNH2, thallium flux FluxOr; active compounds read low; activity change, % at 1.84 µM; hit rate 0.37% among 340,000;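 active means maximum activity change below -70%; inconclusive means maximum activity change between -70% and -50%; inactive means maximum activity change above -50%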; further: on the % scale 0 is the no-effect control and ±100 the full control effect
#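 U2OS cells transduced with wild-type KCNH2 virus are loaded with FluxOr dye for 45 min, and thallium flux is measured in kinetic reads before and after stimulation buffer. Rate constants are normalized to DMSO controls.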
# TRPV1 ag: human TRPV1 agonism. TRPV1-expressing cells, Fluo-8 calcium influx, agonist mode. activation, % at 8.33 µM. Q8NER1. AID 540275. hit rate 0.19% among 320,000; in the data active means activation above about 80%; inconclusive means between about 30% and that limit; further: 0% is about no effect
#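 TRPV1-expressing cells were cultured overnight at 35.5C and loaded with Fluo-8 calcium dye for 40 to 90 min at room temperature. After a 10 s baseline, compound was added and calcium influx was read kinetically for 3 min (ex 480/em 520 nm).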
# KCNH2 3.1 block: blocks the human KCNH2 3.1 channel isoform. U2OS KCNH2 3.1, thallium flux FluxOr; active compounds read low. hit rate 0.95% among 340,000. activity change, % (tested at about 1.8 µM);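 active means maximum activity change below -70%; inconclusive means maximum activity change from -70% to -50%; inactive means maximum activity change above -50%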;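 further: thallium influx rate constant from kinetic fluorescence after stimulation buffer; on the % scale 0 is the no-effect control and ±100 the full control effect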
#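 Thallium flux via FluxOr fluorescence (Red40 quencher, 45 min loading) in U2OS cells virally expressing the KCNH2 3.1 isoform (1.77 x 10^8 /mL virus, overnight at 37 C). Rate constants from 2-min kinetic reads post-stimulation, normalised to positive and negative controls.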
# GALK inh: galactokinase (human) inhibition. Potency, µM (highest dose often 57.5 µM), for the others: at the highest dose activity change, negative = inhibition, hits mostly inhibitors. P51570. Purified GALK, Kinase-Glo residual ATP luminescence. hit rate 0.007% among 270,000; further: potency means the concentration at half of the fitted maximal effect; on the % scale 0 is the no-effect control and ±100 the full control effect
#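 GALK at 5 nM final was combined with compound, 35 uM ATP and 100 uM galactose in HEPES pH8.0 with MgCl2 and DTT. The reaction ran one hour at room temperature before luminescent ATP detection.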
# The depositor's hits bear a star; ? = inconclusive; / = no result given; [ ] = remark or other dose. Unless noted, the call rests on the fitted dose curve; in most records, active means well fitted curve in the direction sought with a large enough effect; inconclusive means small, poorly fitted or top-dose-only effect, or another doubt; inactive means no such curve, though single readings can be large; an effect the other way counts as inactive or inconclusive.
molecule	CXXC DNA block	S-ASM inh	FBPA coupling cs	Integrin act MD	A-T KAP1 phos	MBNL1-CUG inh	KCNH2 WT inh	TRPV1 ag	KCNH2 3.1 block	GALK inh
COc1ccc2oc(C)c(C(=O)c3ccc(C)cc3)c2c1	-2%	-5%	-9	1%	6%	3%	-10	3	-12	-1%
CCOC(=O)C1=C(C)NC(=O)NC1c1ccc2c(c1)OCCO2 (stereo not given)	0%	4%	1	-12%	3%	7%	6	2	2	7%
CCn1c(Cc2ccccc2)nnc1SCC(=O)Nc1ccc2c(c1)OCO2	-7%	-1%	-2	-10%	27%	3%	7	4	-28	2%
O=C(OCCNC(=O)c1ccc2ccccc2n1)c1cccnc1	-3%	-1%	1	-45%[inhibitor]	/	6%	-6	1	2	3%
c1ccc(-c2nnc(SCc3cn4ccsc4n3)o2)cc1	-5%	4%	-1	25%	-4%	-12%	28	15	8	1%
N#C/C(=C\c1cccc([N+](=O)[O-])c1)c1ccccn1	2%	2%	-3	-5%	-2%	30%[activator]	1	1	8	0%
COc1cc(C(=O)NCCOc2cc(C)cc(C)c2)cc(OC)c1OC	9%	1%	-1	-40%	1%	-8%	3	1	-5	-2%
COc1cc(/C=C/c2nc3ccc([N+](=O)[O-])cc3s2)ccc1OCC(=O)O	12%	/	-2	/	1%	?	/	3	/	1%
CC(=O)c1cc2c(C)cc(=O)oc2cc1O	0%	251%[activator]	-3	22%	3%	-1%	-13	3	10	-1%
CC(C)c1ccc(NC2CCCN(C(=O)c3cnc4ccccn4c3=O)C2)cc1 (stereo not given)	12%	4%	/	28%	-4%	-3%	6	0	/	-1%
CCCCn1nc(C(=O)OCC(=O)Nc2sccc2C(N)=O)c2ccccc2c1=O	5%	-9%	6	-17%	0%	-4%	11	9	13	-1%
COc1cc(NC(=O)c2ccc(Cl)cc2)c(OC)cc1NC(=O)CN1CCCCC1	14%	-3%	0	-19%	-6%	-7%	1	-1	-20	10%
CCC(=O)NC1OC(CO)C(O)C(O)C1O (stereo not given)	-23%	0%	1	10%	9%	-1%	-1	0	4	-1%
Cc1ccc(S(=O)(=O)N2CCN(C(=O)[C@H](Cc3ccccc3)NC(=O)c3ccco3)CC2)cc1	/	0%	/	-32%	/	/	-7	/	12	/
CS(=O)(=O)c1ccc2nc(NC(=O)c3cccc([N+](=O)[O-])c3)sc2c1	-4%	-15%	-11	?	0%	?	4	10	16	4%
CC(NC(=O)c1ccc(Cl)cc1)c1nnc(SCc2ccc([N+](=O)[O-])cc2)n1C (stereo not given)	-13%	-1%	/	10%	5%	10%	2	0	1	1%
Cc1ccc(S(=O)(=O)N(CC(=O)N2CCc3ccccc3C2)c2cccc(Cl)c2)cc1	1%	-7%	0	1%	1%	1%	-8	2	-36	0%
NC(=O)COC(=O)c1cc(S(=O)(=O)N2CCOCC2)ccc1N1CCCCC1	3%	-4%	5	1%	1%	-8%	12	-1	2	2%
O=C(O)C1C2OC(C(Br)C2Br)C1C(=O)O (stereo not given)	/	1%	/	-30%	/	/	3	/	-3	/
O=C1CN=CN=CN1c1ccc(Cl)cc1Cl	17%	7%	1	-14%	4%	/	-8	6	1	0%
CCn1c2ccccc2c2cc(CN3CCN(Cc4cc(OC)ccc4O)CC3)ccc21	-7%	-13%	-1	-40%	0%	-4%	16	3	/	-3%
CCCN(CC(=O)Nc1ccccc1OC)C(=O)CCCN1C(=O)c2ccccc2C1=O	/	0%	/	-1%	5%	/	5	-5	3	/
Cc1ccc(-c2nc(N)n(C(=O)Cc3ccccc3)n2)cc1	5%	-4%	1	-5%	5%	9%	-12	2	16	0%
C=C(C(=O)O)C1CCC2(C)CCCC(C)(O)C2C1 (stereo not given)	6%	0%	8	-12%	-3%	4%	8	-6	1	0%
O=C(Nc1ccc([N+](=O)[O-])cc1)c1cc(-c2ccccn2)nc2c(Cl)cccc12	-4%	-2%	3	-13%	-1%	-4%	-1	-3	-2	6%
Cc1cccc(NC(=O)C(=O)NCc2ccccn2)c1	-10%	1%	1	24%	1%	4%	3	9	7	2%
Cc1ccc2[nH]c3c(c2c1)CN(C(C)C)CC3	-9%	6%	-1	-28%	3%	-1%	0	-6	0	/
COc1ccc2[nH]c3c(=O)n(CCN4CCOCC4)cnc3c2c1	1%	32%[activator]	1	6%	4%	-1%	8	4	-5	-1%
CC(=O)Nc1ccc(C2=CC(=O)CC(C)(C)C2)cc1	/	9%	/	12%	3%	/	6	-2	-12	/
CCOC(=O)c1cc(C(=O)OCC)cc(-n2c(C)cc(C(=O)CN3CCOCC3)c2C)c1	-5%	1%	4	-14%	-6%	10%	-3	13	6	7%
COC(=O)c1sc2ccccc2c1NC(=O)c1ccc(S(=O)(=O)N2CCCC(C)C2)cc1 (stereo not given)	5%	-3%	2	-5%	2%	-1%	-9	-2	-7	-3%
Cc1ccccc1C(=O)NCCSc1ccccc1	-6%	3%	2	30%	-2%	-1%	-27	6	-10	-1%
O=C(Nc1ccc(N2CCOCC2)cc1)c1ccc(COc2ccccc2)cc1	-8%	-1%	-1	11%	-14%	-3%	-7	19	-5	13%
CCCCCc1c(O)nc(SCCN(CC)CC)[nH]c1=O	-6%	-5%	0	42%	2%	0%	-1	-1	-41	-2%
C[C@H](CO)N1C[C@H](C)[C@@H](CN(C)Cc2ccc(-c3ccccc3)cc2)Oc2c(NC(=O)Nc3ccc(C(F)(F)F)cc3)cccc2C1=O	/	-15%	/	0%	-2%	/	-2	/	-10	/
O=S(=O)(c1cnc[nH]1)N1CCc2ccccc21	?	0%	0	-37%	-9%	11%	9	-2	1	4%
Cc1nc2nc(C)c(NS(=O)(=O)c3ccc(Cl)s3)c(=O)n2[nH]1	12%	-1%	5	-19%	-6%	2%	-1	-2	-9	-1%
CC(C)(C)c1ccc(C(=O)NNc2ccc(F)cc2F)cc1	4%	-2%	1	-5%	-2%	-8%	3	?	32	4%
O=C(C[n+]1ccc(-c2nnc3n2CCC3)cc1)c1ccc(Cl)cc1	14%	-1%	-6	-29%	1%	?	-13	-3	19	0%
O=C(O)C1CCN(C(=O)CSc2nnc(-c3ccccc3)o2)CC1	/	4%	/	-4%	5%	/	9	/	-3	/
C=CCNc1nc2c(c(=O)[nH]c(=O)n2C)n1CCCCC	0%	0%	6	8%	/	-11%	-1	-12	3	0%
COc1ccc(C(=O)Nc2c(-c3cccs3)c(=O)c3ccccc3n2C)cc1	-8%	4%	3	27%	-1%	/	-2	-1	4	8%
Cc1ccccc1NS(=O)(=O)c1ccc(C(=O)NCCCN2CCCC2=O)cc1	/	3%	/	22%	-6%	/	-21	-1	1	/
Nc1nnnn1/N=C/c1ccc(Cl)cc1	-4%	0%	2	18%	2%	0%	-1	-3	10	3%
CCN(c1ccccc1)S(=O)(=O)c1ccc(C(=O)NCC(=O)Nc2ccc(F)c(F)c2F)cc1	/	0%	/	5%	-2%	/	1	/	6	/
O=C(c1ccccn1)c1ccc2ccccc2n1	1%	4%	-2	20%	0%	?	-4	0	38	5%
CC(C)Oc1ccccc1C1CC(=O)Nc2c1c(=O)n(C)c(=O)n2C (stereo not given)	-2%	/	0	/	4%	4%	/	1	/	2%
Cn1nc(CC(=O)Nc2ncc(Br)s2)c2ccccc2c1=O	1%	-1%	4	-9%	6%	32%[activator]	-5	-6	-5	-1%
CC(C)n1c(=O)n(CC(=O)NCC2CCCO2)c(=O)c2c3c(sc21)COC(C)(C)C3 (stereo not given)	1%	3%	/	12%	-5%	-9%	-5	6	-5	-8%
Cc1ccc(-c2cc(-c3ccc(F)cc3)nc(N)c2C#N)o1	25%	/	-14	-13%	?	23%	-4	2	-4	0%
Cc1ccc2nc(SCC(=O)Nc3c(F)cccc3F)[nH]c2c1	-12%	-1%	0	0%	-4%	-22%	2	?	-18	-1%
CC(=O)NCC(=O)N1CCCC(C(=O)c2ccc(-c3ccccc3)c(F)c2)C1 (stereo not given)	17%	0%	2	15%	1%	4%	13	-4	2	1%

# Retrieved one by one from above:
molecule	CXXC DNA block	S-ASM inh	FBPA coupling cs	Integrin act MD	A-T KAP1 phos	MBNL1-CUG inh	KCNH2 WT inh	TRPV1 ag	KCNH2 3.1 block	GALK inh
Cc1ccccc1C(=O)NCCSc1ccccc1	-6%	3%	2	30%	-2%	-1%	-27	6	-10	-1%
CC(C)(C)c1ccc(C(=O)NNc2ccc(F)cc2F)cc1	4%	-2%	1	-5%	-2%	-8%	3	?	32	4%
